# Assay outcomes deposited in PubChem by several laboratories.
# CRFR2-BP antag: CRF-BP/CRF-R2 complex antagonism; HEK293 CRF-R2/CRF-BP, CRF-induced calcium fluorescence; AID 588475; 0.59% of 350,000 active; inhibition, % at 11.8 µM;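 active = inhibition of the ligand-induced calcium signal above about 50% at the single tested concentration, limit read from the data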
# SUMO HTRF inh: blocks human SUMOylation mediated by UBC9; 0.36% of 290,000 active; P63279; inhibition, % at 35 µM; HTRF SUMOylation assay, SAE1/SAE2 + UBC9, in vitro; in the data active = inhibition above about 50%, passing the limit was not always enough; note: strong numbers were not always called active
# IDE act: IDE (human) activation, cell-based. P14735. HEK cells, FAbeta-B cleavage, fluorescence polarization; 0% vehicle, 100% cell-free pure enzyme wells. activation, % at 5.96 µM. 0.073% of 340,000 active;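 active = activation above the mean of all tested compounds plus 3 SD, set per screening campaign, cut at about 17% in these data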
# Target sequence (P14735 whole entry, looked up): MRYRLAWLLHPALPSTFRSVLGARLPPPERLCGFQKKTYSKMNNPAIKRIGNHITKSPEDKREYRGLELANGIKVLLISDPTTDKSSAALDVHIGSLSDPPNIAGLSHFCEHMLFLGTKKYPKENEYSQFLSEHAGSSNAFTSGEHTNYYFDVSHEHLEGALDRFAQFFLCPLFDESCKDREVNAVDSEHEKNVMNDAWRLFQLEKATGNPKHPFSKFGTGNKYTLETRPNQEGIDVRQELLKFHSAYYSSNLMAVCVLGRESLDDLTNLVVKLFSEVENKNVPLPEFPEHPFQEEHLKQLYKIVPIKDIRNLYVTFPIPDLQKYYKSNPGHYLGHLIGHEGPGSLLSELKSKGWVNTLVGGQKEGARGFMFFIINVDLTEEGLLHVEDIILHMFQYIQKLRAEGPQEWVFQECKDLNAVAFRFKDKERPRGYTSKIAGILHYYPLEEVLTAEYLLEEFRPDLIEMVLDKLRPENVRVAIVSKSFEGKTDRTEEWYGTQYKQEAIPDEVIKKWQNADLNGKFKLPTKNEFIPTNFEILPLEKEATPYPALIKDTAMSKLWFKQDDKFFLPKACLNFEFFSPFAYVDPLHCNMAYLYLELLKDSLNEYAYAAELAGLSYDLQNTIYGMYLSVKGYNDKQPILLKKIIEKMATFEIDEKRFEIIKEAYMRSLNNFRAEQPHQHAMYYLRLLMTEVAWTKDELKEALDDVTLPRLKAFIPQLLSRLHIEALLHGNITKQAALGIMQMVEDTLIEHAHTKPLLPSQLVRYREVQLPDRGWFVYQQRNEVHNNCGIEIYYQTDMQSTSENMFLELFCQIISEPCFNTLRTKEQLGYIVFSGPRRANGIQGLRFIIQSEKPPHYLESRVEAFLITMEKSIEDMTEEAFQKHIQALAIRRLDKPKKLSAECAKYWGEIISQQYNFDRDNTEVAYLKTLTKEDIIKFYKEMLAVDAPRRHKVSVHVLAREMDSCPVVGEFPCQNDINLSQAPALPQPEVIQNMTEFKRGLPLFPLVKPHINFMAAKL
# GalR3 antagonist: antagonists of human GalR3; O60755; HEK293 GalR3-CNG cAMP membrane potential fluorescence; galR3 body fused to GalR1 C-terminus; inhibition, % at 3 µM; 0.44% of 360,000 active;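 active = inhibition above the screen-wide average plus 3 SD, cut at about 13% in these data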;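 note: forskolin and galanin both at EC90 stimulate the cells; cAMP rise reported by CNG channel membrane potential dye signal; 0% = forskolin plus galanin with DMSO and 100% = forskolin alone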
# pCIP destab: lowers stability of the mouse p/CIP coactivator protein | Q05BA5 | F442A p/CIP-EGFP cells, EGFP fluorescence, 16 h | decrease of EGFP signal, % at 10 µM | 0.01% of 290,000 active;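 active = EGFP signal decrease of at least 30% at 10 µM or well 3 SD below plate mean, unless failing retest; inactive = the rest, including hits failing retest or dose response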; note: some compounds called inactive have numbers as strong as hits; many of its hits are not listed in these tables
# VIM-2 inhibitor: inhibitors of Pseudomonas aeruginosa VIM-2 metallo-beta-lactamase. purified VIM-2, nitrocefin hydrolysis, epi-absorbance fluorescence. inhibition, % at 5.6 µM. 0.89% of 290,000 active;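 active = inhibition above the mean of all tested compounds plus 3 SD, cutoff set per screening run, cut at about 7.5% in these data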;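 note: red hydrolysis product quenches plate fluorescence so inhibitors raise well fluorescence; 0% = enzyme with DMSO and 100% = DMSO without enzyme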
# IMP-1 inhibitor: blocks Pseudomonas aeruginosa IMP-1 metallo-beta-lactamase; 0.45% of 290,000 active; purified IMP-1, nitrocefin hydrolysis, epi-absorbance fluorescence; inhibition, % at 5.6 µM;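 active = inhibition above the mean plus 3 SD of all compounds in the same screening run, cut at about 4.5% in these data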;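 note: 0% = IMP-1 with DMSO and 100% = DMSO wells lacking enzyme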
#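 assay system = purified recombinant IMP-1 metallo-beta-lactamase enzyme | schedule = 15 min preincubation plus 25 min reaction at 25 °C | signal = Epi-absorbance fluorescence, 480 nm excitation, 530 nm emission | read-out basis = percent inhibition from optical density relative to buffer-blank wells | controls = IMP-1 with DMSO as 0%, enzyme-free DMSO as 100%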
# HCV NS3 hel inh: blocks Hepatitis C virus NS3 helicase unwinding | NS3 helicase DNA unwinding, Cy5 molecular beacon fluorescence | inhibition, % at 10.9 µM | 0.56% of 290,000 active | AID 1800;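 active = inhibition above the mean of all tested compounds plus 3 SD, set per campaign, cut at about 35% in these data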;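 note: 0% = DMSO wells and 100% = thioflavine S control wells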
#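 assay system = NS3 helicase fragment of HCV | buffer or medium = MOPS pH 6.5, MgCl2, DTT, Tween20, BSA | timing = 60 min unwinding reaction at 25 °C after ATP addition | signal = Cy5 beacon fluorescence read at start and 1 h | read-out basis = % inhibition of unwinding | control set = low DMSO, high thioflavine S at 110 µM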
# IDE inh: inhibits human insulin-degrading enzyme in HEK cells; P14735; FAbetaB cleavage, fluorescence polarization; inhibition, % at 5.59 µM; 0.41% of 320,000 active;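 active = percent inhibition above the average of all tested compounds plus 3 SD, set per screening campaign, cut at about 16% in these data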;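 note: IDE supplied by intact live HEK cells; FP after avidin binding of uncleaved biotin substrate so inhibition keeps polarization high; 0% = DMSO wells and 100% = 60 µM reference IDE inhibitor Ii1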
# * hit, by the source's call; . = no result given.
no.	CRFR2-BP antag	IDE act	GalR3 antagonist	IMP-1 inhibitor	VIM-2 inhibitor	HCV NS3 hel inh	pCIP destab	IDE inh	SUMO HTRF inh	compound
1	-5	-3	-2	-3.2	-1.4	-3	-9	-3	-2	COc1cc(NC(=S)NCCCN2CCOCC2)c(OC)cc1Cl
2	-6	-3	-2	-5.4	-3.2	-10	4	0	-4	Cc1cc(N(C)C)ccc1N=Nc1ccc2ncccc2c1
3	-5	4	-6	-3.9	-2.0	8	-17	-3	16	O=S(NCc1ccccc1)C12CC3CC(CC(C3)C1)C2 (stereo not given)
4	-9	5	-3	-0.5	-1.5	0	-11	0	4	O=C(Cn1cc(C(=O)C(F)(F)F)c2cc(Br)ccc21)N1CCOCC1
5	-13	0	-1	-3.7	-1.1	-1	-8	9	1	O=C(NC1CCCCCC1)c1cc2n(n1)C(C(F)(F)F)CC(c1ccco1)N2 (stereo not given)
6	-6	6	-1	-2.4	0.3	-10	6	-1	8	COC(=O)C1=C(C)NC(=O)NC1c1cccc(OC)c1OCc1ccccc1 (stereo not given)
7	-23	-2	-2	-5.2	-0.5	1	-6	8	-2	Cc1cc(C)c(C)c(OCc2nc(-c3cccnc3)no2)c1
8	-1	-5	-3	-2.7	-1.2	-4	-8	7	-9	CN(CC(=O)Nc1cccc2c1CCCC2)S(=O)(=O)c1ccc(Br)cc1
9	10	3	-6	.	.	.	.	2	.	Cc1ccc(S(=O)(=O)Nc2ccc3c(c2)CC(=O)N([C@H](C)CO)C[C@H](C)[C@H](CN(C)Cc2ccc4c(c2)OCO4)O3)cc1
10	20	3	-6	-2.5	-2.6	-1	3	0	20	Cc1ccccc1NCC(=O)c1ccc(Br)cc1
11	-1	1	1	.	.	.	.	11	.	COc1ccc(N2CCN(S(=O)(=O)CCNC(=O)C(C)Oc3ccccc3)CC2)cc1 (stereo not given)
12	15	2	0	.	.	.	.	-12	.	Cc1ccc(C(C)C)c(O)c1
13	6	4	-4	.	.	.	.	6	.	CCCn1c(C)cc(/C=C(\C#N)C(=O)OCC(=O)Nc2cccc(S(N)(=O)=O)c2)c1C
14	-9	4	-5	.	.	.	.	-4	.	CC(C)[C@H](NC(=O)c1ccccc1Cl)C(=O)Nc1ccc(S(=O)(=O)Nc2nccs2)cc1
15	30	4	-3	-1.9	2.1	-1	10	2	-1	CC(C)Oc1cccc(-c2cc(C(=O)NC(=S)N(C)c3ccccc3C(=O)O)c3ccccc3n2)c1
16	7	-3	-4	-2.7	-3.5	-1	1	0	19	Cc1nnc(SCC(=O)Nc2cc(S(=O)(=O)N3CCCC3)ccc2Cl)s1
17	2	9	0	.	.	.	.	0	.	CCN(CC(=O)Nc1c(F)cccc1F)C(=O)C1CC(=O)N(CCc2ccc(OC)c(OC)c2)C1 (stereo not given)
18	-8	-1	-3	-2.2	-1.8	-1	2	4	-18	CCOC(=O)c1c(CC(C)C)csc1NC(=O)COC(=O)c1cc(OC)c(OC)cc1[N+](=O)[O-]
19	-5	3	1	-2.9	0.2	1	-14	3	1	COC(=O)c1ccc(NC(=O)C(C)Oc2ccccc2)cc1 (stereo not given)
20	20	0	-3	-2.6	-3.7	-3	0	0	8	O=C(NCCc1ccc(Cl)cc1)c1ccc(Br)s1
21	-119	3	.	-2.3	-6.0	8	-16	-1	-12	CC(C)(C)c1cc(CCC(=O)NNC(=S)NC(=O)c2ccccc2)cc(C(C)(C)C)c1O
22	-4	3	-1	0.6	2.2	-1	-16	-1	16	N#CC1=C(S)N(c2ccccc2)C2(CCCCC2)NC1=O
23	65*	4	-4	-1.2	-1.8	-25	-19	-1	26	COc1ccc(C)cc1NC(=O)c1ccccc1NS(=O)(=O)c1ccc(Cl)s1
24	-7	2	.	1.8	0.1	-4	-8	-7	19	COc1ccc(-c2noc(N3CCC(C(=O)Nc4ccccc4OC)CC3)n2)cc1
25	-2	-2	-1	-1.6	-2.8	-11	-10	3	3	CN(C)S(=O)(=O)c1ccc(C(=O)NCc2nnc(SCC(=O)Nc3ccc(F)cc3)n2-c2ccc(F)cc2)cc1

# Of the compounds above, these have a CF3 group.
no.	CRFR2-BP antag	IDE act	GalR3 antagonist	IMP-1 inhibitor	VIM-2 inhibitor	HCV NS3 hel inh	pCIP destab	IDE inh	SUMO HTRF inh	compound
4	-9	5	-3	-0.5	-1.5	0	-11	0	4	O=C(Cn1cc(C(=O)C(F)(F)F)c2cc(Br)ccc21)N1CCOCC1
5	-13	0	-1	-3.7	-1.1	-1	-8	9	1	O=C(NC1CCCCCC1)c1cc2n(n1)C(C(F)(F)F)CC(c1ccco1)N2 (stereo not given)

# Later entries.
no.	CRFR2-BP antag	IDE act	GalR3 antagonist	IMP-1 inhibitor	VIM-2 inhibitor	HCV NS3 hel inh	pCIP destab	IDE inh	SUMO HTRF inh	compound
26	-4	0	0	-1.8	-2.0	-5	4	2	-19	O=C(NCCN1CCCC1=O)C1CCC(=O)N(CCc2cccc(F)c2)C1 (stereo not given)
27	-1	2	-2	.	.	.	.	2	.	CC(Oc1cccnc1[N+](=O)[O-])C(=O)Nc1cccc(Cl)c1 (stereo not given)
28	-2	8	2	-2.4	-1.0	-6	-8	-1	6	O=C(O)CCCCCNC(=O)c1ccccc1Br
29	6	8	-9	-0.5	0.1	-2	4	-3	8	O=C(CCNS(=O)(=O)c1ccc2[nH]c(=O)oc2c1)Nc1cccc(Br)c1
30	-23	-4	-6	1.2	-1.0	-12	-22	6	2	CCCCCn1c(CN2CCN(c3cccc(Cl)c3)CC2)nc2c1c(=O)[nH]c(=O)n2C
31	7	6	-5	.	.	.	.	1	.	CC(C)CN(C(=O)COC(=O)CCC(=O)c1ccc(Cl)cc1)c1c(N)n(Cc2ccccc2)c(=O)[nH]c1=O
32	6	4	-2	.	.	.	.	2	.	Cc1cccn2c(=O)nc(SCC(=O)NCc3ccco3)nc12
33	-2	4	3	-2.1	5.1	9	-2	8	-2	Cn1nc(Cc2n[nH]c(=S)n2C)c2ccccc2c1=O
34	7	3	-3	-2.6	-2.4	-4	-13	.	15	CCCC(=O)Nc1ccc2c(c1)nc(CCN1CCN(c3ccccn3)CC1)n2C
35	-37	4	6	-0.1	-1.4	22	-1	3	23	COC(=O)C1=C(O)/C(=C\c2ccc(CNC(=O)C(=O)Nc3ccc(C)c(C)c3)o2)N=C1C
36	18	3	-4	-4.4	-5.6	1	0	5	1	COc1ccc(/C=C/C(=O)NC(=S)NNC(=O)Cc2cccs2)cc1
37	16	4	-7	-1.8	-2.1	-3	-3	1	10	COc1ccccc1N1C(=NC(=O)CCc2ccccc2)SC2CS(=O)(=O)CC21 (stereo not given)
38	1	4	-5	.	.	.	.	-3	.	O=C(NCCCN1CCCC1=O)c1ccc(Cl)c(S(=O)(=O)N2CCCCC2)c1
39	7	-2	-9	-1.1	-0.6	-2	2	.	-9	COc1ccc(NC(=O)CCC(=O)c2ccc(C(C)C)cc2)cc1
40	-9	-2	6	-2.1	-4.0	-4	3	1	-1	CN(C)c1ccc(/C=N/NC(=O)CCc2c[nH]c3ccccc23)cc1
41	.	.	.	-3.4	-0.6	-3	-9	6	18	CN(C)CCCN=Cc1c(O)n(Cc2ccc3c(c2)OCO3)c(=O)c2ccccc12
42	9	4	-6	-1.5	-2.5	-9	0	8	25	Cc1ccc(-c2nc(S(=O)(=O)c3ccc(F)cc3)c(SCC(=O)NCC3CCCO3)o2)cc1 (stereo not given)
43	-2	3	1	-1.3	-3.5	-23	-1	6	7	O=C(Cn1c(=O)c2cccn2c2ccc(F)cc21)NCCCN1CCN(c2ccccc2F)CC1
44	-14	-7	-3	-2.8	-1.3	-11	2	1	-17	c1ccc(SCc2nc3ccccc3[nH]2)cc1
45	4	-1	-5	-3.4	-4.5	0	-17	2	-10	O=C(NC1CCCc2ccccc21)c1cccnc1 (stereo not given)
46	15	4	1	-2.7	-4.9	2	11	-1	9	O=C(Cn1cnc2ccccc2c1=O)c1cccs1
47	-1	-2	.	-1.6	-1.6	2	-4	1	-6	O=C(Cn1cnc2ccc(Br)cc2c1=O)c1cccs1
48	12	0	-4	-0.8	-1.1	2	-4	-2	-2	CCOC(=O)/C=C1\SCC(=O)N1CC(=O)NCc1ccc(OC)c(OC)c1
49	1	6	0	.	.	.	.	4	.	Cc1cccc([C@@H]2[C@@H]3C(=O)N(Cc4ccccc4)C(=O)[C@@H]3[C@]3(Cc4ccc(Cl)cc4)C(=O)N(c4cccc(Cl)c4)C(=O)N23)c1
50	37	.	0	-2.0	-2.9	-5	-21	5	9	COC(=O)c1scc(C#N)c1N/N=C(\C#N)S(=O)(=O)c1ccc(Cl)cc1

# Arranged by SMILES length (rising): five of the compounds above
no.	CRFR2-BP antag	IDE act	GalR3 antagonist	IMP-1 inhibitor	VIM-2 inhibitor	HCV NS3 hel inh	pCIP destab	IDE inh	SUMO HTRF inh	compound
45	4	-1	-5	-3.4	-4.5	0	-17	2	-10	O=C(NC1CCCc2ccccc21)c1cccnc1 (stereo not given)
39	7	-2	-9	-1.1	-0.6	-2	2	.	-9	COc1ccc(NC(=O)CCC(=O)c2ccc(C(C)C)cc2)cc1
40	-9	-2	6	-2.1	-4.0	-4	3	1	-1	CN(C)c1ccc(/C=N/NC(=O)CCc2c[nH]c3ccccc23)cc1
34	7	3	-3	-2.6	-2.4	-4	-13	.	15	CCCC(=O)Nc1ccc2c(c1)nc(CCN1CCN(c3ccccn3)CC1)n2C
41	.	.	.	-3.4	-0.6	-3	-9	6	18	CN(C)CCCN=Cc1c(O)n(Cc2ccc3c(c2)OCO3)c(=O)c2ccccc12

# The list goes on:
no.	CRFR2-BP antag	IDE act	GalR3 antagonist	IMP-1 inhibitor	VIM-2 inhibitor	HCV NS3 hel inh	pCIP destab	IDE inh	SUMO HTRF inh	compound
51	0	5	.	-3.0	0.5	1	-20	4	7	O=C(CCn1c(=O)sc2ccccc21)NCc1ccccc1
52	28	5	5	.	.	.	.	1	.	O=C(COC(=O)CNC(=O)c1ccccc1Cl)Nc1ccccc1Cl
53	10	1	1	-4.3	-5.8	4	4	3	2	COc1ccc(NC(=O)/C(=C\c2ccc3c(c2)OCO3)NC(C)=O)cc1
54	-3	4	-9	-3.3	-2.1	-7	11	2	-11	COc1cc2c(cc1OC)C(c1cccs1)N(C(=O)c1cccc(S(=O)(=O)N(C)C)c1)CC2 (stereo not given)
55	2	5	103*	-2.1	-1.6	-3	2	0	4	CCCCNC(=O)c1ccccc1NC(=O)C1=C(C)OCCS1
56	-36	2	-3	-3.9	-2.3	0	5	9	4	Cc1ccc(Cl)cc1N1CCN(C(=O)CN(c2ccccc2)S(=O)(=O)N(C)C)CC1
57	6	2	-1	-1.5	-0.3	7	-5	2	13	COc1cccc(C=Nc2ccc(C)c(F)c2)c1O
58	12	5	-4	-4.0	-3.1	6	0	-3	-3	COCCn1c(=NC(=O)c2cc3ccccc3oc2=O)sc2cc(S(N)(=O)=O)ccc21
59	-4	10	-4	-1.1	-0.5	1	-12	.	5	O=C(c1ccc(Cl)cc1)c1cnc(-c2ccccc2)s1
